Hsp70 activator = transcriptional activators of Hsp70. AID 1203. activation, % at 10 µM. hit rate 0.04% among 200,000. HeLa Hsp70 promoter luciferase reporter, luminescence; scaled: vehicle 0, proteasome-inhibitor control 100%;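 active = activation above the mean across all tested compounds plus 3 SD, cutoff set per campaign, cut at about 5.5% in these data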;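 also: 100% = MG132 at 30 µM as the positive control and 0% = DMSO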
DTT redox prof = compounds producing H2O2 with reducing agent – biochemical, NIH compound library profiling, artefact control for MLSCN library redox annotation, primary screen. DTT-dependent redox cycling H2O2, phenol red/HRP absorbance; 100% = 100 µM peroxide control, 0% = buffer. activation, % at 10 µM. hit rate 0.03% among 200,000. AID 878;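 active = activation of at least 50% relative to the plate's high and low controls in the primary single-dose screen; inactive = activation below 50%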;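 also: compound incubated with DTT at 0.8 mM final as the reducing agent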
PMI act satM6P = activators of human phosphomannose isomerase at near-saturating mannose 6-phosphate. P34949. coupled PMI enzyme assay, resazurin fluorescence, 20 min; active compounds read high; 1 = untreated enzyme, 0 = substrate-free blank. activation factor at 20 µM. hit rate 0.34% among 190,000;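 active = activation factor of 2 or more at 20 µM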
Target sequence (P34949 whole entry, looked up): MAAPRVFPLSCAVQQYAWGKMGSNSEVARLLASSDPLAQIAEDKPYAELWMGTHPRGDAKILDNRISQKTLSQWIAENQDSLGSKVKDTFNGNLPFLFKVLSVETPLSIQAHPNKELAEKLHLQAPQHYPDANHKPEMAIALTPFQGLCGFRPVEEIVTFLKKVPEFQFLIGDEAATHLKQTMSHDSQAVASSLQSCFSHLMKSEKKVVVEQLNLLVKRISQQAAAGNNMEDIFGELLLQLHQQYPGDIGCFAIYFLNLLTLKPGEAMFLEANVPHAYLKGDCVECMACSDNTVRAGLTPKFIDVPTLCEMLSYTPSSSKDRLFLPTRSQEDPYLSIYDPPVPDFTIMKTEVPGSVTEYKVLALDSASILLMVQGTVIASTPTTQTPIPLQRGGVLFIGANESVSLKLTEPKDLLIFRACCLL
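Test system: human phosphomannose isomerase with PGI, G6PDH, diaphorase coupling enzymes; Amount: PMI at 15 ng/mL final; Reagent: Mannose-6-phosphate 1.0 mM (near-saturating) plus 0.22 mM NADP+; Timing: 20 min, room temperature; Technique: resorufin fluorescence at Ex 544/Em 590 nm; Dosing: 20 µM single dose.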
S1P3 antag = antagonists of human S1P3 receptor. Q99500. CHO S1P3 NFAT-BLA reporter, FRET fluorescence, antagonist mode. inhibition, % at 4.98 µM. hit rate 0.27% among 170,000. AID 485;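 active = inhibition above the plate cutoff, the mean inhibition of test wells on that plate plus 3 SD, cut at about 28% in these data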;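 also: cells challenged with S1P at its EC80 of 0.8 µM; blue over green emission ratio from cleaved BLA substrate after 4 h stimulation; 0% = S1P-stimulated wells and 100% = unstimulated DMSO-only wells; some compounds past the cut are filed as inactive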
Target sequence (Q99500 whole entry, looked up): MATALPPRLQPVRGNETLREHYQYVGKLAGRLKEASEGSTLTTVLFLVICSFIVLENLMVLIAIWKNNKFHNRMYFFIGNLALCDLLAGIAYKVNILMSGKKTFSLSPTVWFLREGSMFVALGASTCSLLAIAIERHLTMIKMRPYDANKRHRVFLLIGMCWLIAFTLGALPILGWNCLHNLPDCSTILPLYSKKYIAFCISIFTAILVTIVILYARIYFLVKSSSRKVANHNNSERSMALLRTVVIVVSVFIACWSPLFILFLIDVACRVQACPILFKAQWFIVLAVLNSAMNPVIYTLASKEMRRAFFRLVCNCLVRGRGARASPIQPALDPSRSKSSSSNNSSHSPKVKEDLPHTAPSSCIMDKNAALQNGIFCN
Diaph inh CS = inhibits diaphorase or chemically oxidizes, flagging diaphorase assay artifacts. inhibition, % at 20 µM. diaphorase resazurin-to-resorufin fluorescence, NADH, 16 min; bacterial (C. kluyveri) enzyme, not human. hit rate 0.69% among 190,000;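 active = primary screen inhibition at 20 µM above a set limit, cut at about 50% in these data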;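 also: plate controls were DMSO with full reaction for no effect and wells lacking NADH for full effect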
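Benchmarks: positive control wells lacking NADH, neutral wells with DMSO only. System: bacterial diaphorase enzyme (C. kluyveri). Input: 0.14 U/mL diaphorase, enzyme working solution. Detection: resorufin fluorescence, excitation 544 nm, emission 590 nm. Times: 16-min room-temperature incubation before reading.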
G6PDH counter = L. mesenteroides G6PDH inhibition counter-screen. inhibition, % at 5 µM. hit rate 0.12% among 200,000. AID 1020. Purified L. mesenteroides G6PDH, diaphorase/resazurin coupled fluorescence, 45 min
TLR4-MyD88 BLA = blocks binding of human TLR4 to MyD88 | HeLa CL3-4 TLR4/MyD88 BLA complementation, FRET ratio | inhibition, % at 8.4 µM | hit rate 0.18% among 200,000 | AID 861; in the data active = inhibition above about 25%;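 also: 0% = vehicle and 100% = reference inhibitor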
RAM network inh = yeast RAM network inhibition. S. cerevisiae dse1pr::URA3 reporter, 5-FOA growth OD615, 2 d; analog-sensitive cbk1-as2 kinase mutant strain. inhibition, % at 50 µM. hit rate 1.8% among 190,000. AID 868;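 active = inhibition above a set limit, 3 SD over mean compound inhibition, cut at about 8.4% in these data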;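 also: 0% = DMSO-only wells with no growth and 100% = 10 µM 1-NA-PP1 full growth; inhibition rescues growth on 5-FOA so higher OD means more RAM inhibition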
PMI act = phosphomannose isomerase (human) activation; purified human PMI, coupled resazurin fluorescence, 20 min; active compounds read high; 1 = vehicle control, 0 substrate-free wells; activation factor at 20 µM; hit rate 0.005% among 190,000;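 active = activation factor of 2 or more at 20 µM, relative to plate controls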
L major viab = Leishmania major promastigote growth inhibition. inhibition, % at 10 µM. hit rate 9% among 200,000. Leishmania major promastigotes, resazurin fluorescence viability;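 also: promastigotes grown with compound for 44 hours at 28 °C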
Diaphorase act = counter-screen for diaphorase-based assays: diaphorase activators and chemical reducers; AID 1229; hit rate 0.005% among 190,000; activation factor at 20 µM; Diaphorase/resazurin coupled assay, resorufin fluorescence, 16 min; active compounds read high; 1 = vehicle wells, 0 = NADH-free wells;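 active = diaphorase activity raised at least twofold by the compound at 20 µM; inactive = activation factor below 2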
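Test system: Clostridium kluyveri diaphorase, purified enzyme. Buffer or medium: 50 mM HEPES pH 7.4 buffer plus MgCl2 and Tween 20. Also added: 0.114 mM NADH and 0.1 mM resazurin, final amounts. Dosing: compound 20 µM once, DMSO 1%. Schedule: 16 min enzyme reaction, ambient temperature. Detection: fluorescence of resorufin, 544 nm excitation, 590 nm emission.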
The depositor's hits bear a star; . = no result given. Rule as the data show it, unless noted: active = inhibition above about 50%; inactive = the rest.

SMILES	Hsp70 activator	DTT redox prof	PMI act satM6P	S1P3 antag	Diaph inh CS	G6PDH counter	TLR4-MyD88 BLA	RAM network inh	PMI act	L major viab	Diaphorase act
CC(C)NCCOCCOc1ccc(Cl)cc1Br	-0.5	-0.1	1.1	-8	10	3	0	0.4	1.1	95*	0.9
O=S(=O)(c1ccc(F)cc1)N1CCN(C(=S)NCc2ccco2)CC1	-0.3	-0.5	1	16	13	6	-2	3.9	0.9	-2	0.9
COc1cc(CNCCc2ccc(F)cc2)ccc1OCc1ccc(Cl)nc1	0.1	0.6	1.1	.	-9	6	-1	2.4	1	100*	1.1
Cc1ccc(-c2nnn(CC(=O)N(Cc3cccs3)C(C(=O)NC(C)(C)C)c3ccco3)n2)o1 (stereo unspecified)	-0.2	2.0	0.9	19	8	-14	3	6.2	0.9	11	0.9
O=C(O)CSCC(=O)N1CCN(S(=O)(=O)c2ccccc2)CC1	0.1	-1.7	1	-12	12	0	-5	1.9	1.1	6	0.9
O=C(c1ccccc1CCc1ccccc1)N1CCOCC1	0.0	0.5	0.8	23	12	6	12	1.1	0.9	-3	0.9
CN1/C(=C\C(=O)COC(=O)C2COc3ccccc3O2)C(C)(C)c2ccccc21 (stereo unspecified)	0.1	1.5	0.8	1	21	0	-12	1.1	0.9	0	0.8
Cc1ccc(C(=O)CNc2ccc(Br)cc2)cc1	-0.3	2.8	1	.	9	3	0	2.3	1.1	9	0.9
Cc1cccc(NC(=O)CCNS(=O)(=O)c2cccc3nsnc23)c1	0.1	-0.6	1	.	5	1	16	3.5	1	-4	1
COc1ccc(/C=C/C(=O)c2cc(Br)ccc(=O)c2O)cc1	0.6	0.4	2.1*	-1	35	1	-6	1.8	1.5	-4	0.7
CCOC(=O)c1sc(=S)n(CC)c1N	-0.3	-0.5	1	-14	13	2	-14	1.2	1	-7	0.9
O=C(CSc1ccc2ccccc2n1)Nc1nsc(-c2ccc(Cl)cc2)n1	0.1	0.2	1	-3	11	-24	-13	2.9	1	-1	0.9
Cc1ccc(CN2CCS(=O)(=O)CC2)cc1	-0.2	-4.3	0.9	.	13	4	5	0.8	1	-5	0.9
NC(=O)c1cc(N)ccc1N1CCCCC1	0.1	-0.4	1	-1	5	3	-26	0.3	1.1	-4	0.9
Cc1cccc(CSc2nc3c(c(=O)n2C)SCC3)c1	-0.3	-0.8	0.8	6	15	9	0	2.3	0.7	7	0.8
COc1cc(/C=C(/C#N)c2nc3ccccc3c(=O)[nH]2)ccc1O	0.2	0.1	0.9	3	13	-2	-9	3.4	1	17	0.9
CN(Cc1ccccc1)C(=O)c1ccccc1NC(=O)c1ccco1	-0.2	1.0	1.1	-9	0	15	1	1.4	1.1	-3	1
CC(C)(Oc1ccc(Cl)cc1)C(=O)OCC(=O)N1CCCC1	0.0	-0.1	1	.	13	-6	0	0.0	1	-12	0.9
O=C(CSc1nc2ccccc2[nH]1)NCC1CCCO1 (stereo unspecified)	-0.3	0.3	1	11	6	-6	8	0.0	0.9	-7	0.9
Cc1oc(CN2CCOCC2)cc1C(=O)O	-0.2	-1.8	1	-19	3	4	7	0.6	0.5	-4	1
CC(=O)[C@@H]1[C@@H](C(=O)c2ccc(C)cc2)[C@]2(C(=O)Nc3ccccc32)[C@H]2C=Cc3cc(F)ccc3N12	-0.4	0.1	0.8	8	36	9	3	1.4	0.8	24	0.6
O=C(O)C12CC3CC(C1)CC(n1cnc(Cl)n1)(C3)C2	-0.3	2.8	1.1	-19	3	0	-11	-1.3	1	-5	1
OC(COc1ccc2c(c1)OCO2)CN1CCc2ccccc2C1 (stereo unspecified)	0.1	1.8	0.9	-33	22	-1	8	1.4	0.9	74*	0.8
O=C(Nc1ccc(-c2ccc3nncn3n2)cc1)C1CCCCC1	-0.1	-0.2	1.1	-3	-10	4	4	3.1	1.1	-5	1.1
O=C(/C=C/c1ccccc1)NC1CCS(=O)(=O)C1 (stereo unspecified)	-0.3	-0.4	1.1	4	3	0	-10	0.4	1.1	-3	1

Some entries already given with just Diaphorase act and L major viab:
| compound | Diaphorase act | L major viab |
| --- | --- | --- |
| OC(COc1ccc2c(c1)OCO2)CN1CCc2ccccc2C1 (stereo unspecified) | 0.8 | 74* |
| COc1cc(/C=C(/C#N)c2nc3ccccc3c(=O)[nH]2)ccc1O | 0.9 | 17 |
| NC(=O)c1cc(N)ccc1N1CCCCC1 | 0.9 | -4 |

Next section:
SMILES	Hsp70 activator	DTT redox prof	PMI act satM6P	S1P3 antag	Diaph inh CS	G6PDH counter	TLR4-MyD88 BLA	RAM network inh	PMI act	L major viab	Diaphorase act
COC(=O)N/N=C/c1c(C)cc(C)cc1C	0.0	-0.4	1	-7	16	4	-1	2.0	1	-8	0.8
COC(=O)C1=C(CN2CCCc3ccccc32)NC(=O)NC1c1ccc(F)cc1 (stereo unspecified)	-0.6	0.0	1.9	19	15	5	-2	2.0	1.3	11	0.9
O=C(Nc1cnc2ccccc2c1)N1CCCCC1	-0.2	-2.1	1	-16	16	10	9	-1.3	0.9	-6	0.8
CCOc1ccc(-c2cc(CCCC(=O)NCCc3ccc(OC)c(OC)c3OC)no2)cc1	0.1	1.3	1	.	8	10	3	6.4	1	5	0.9
Cc1nc(SCC(=O)Nc2c(C)n(C)n(-c3ccccc3)c2=O)n[nH]1	-0.2	3.2	0.9	-6	17	1	0	0.6	1	0	0.8
COc1cc2c(cc1OC)CN(c1nc(CN3CCCCC3)nc3sc4c(c13)CCCC4)CC2	-0.1	.	0.9	-9	3	-3	3	0.4	0.9	99*	1
CN(c1ccc(F)cc1)S(=O)(=O)c1ccc(Cl)c(C(=O)Nc2ccc3c(c2)CCC3)c1	-0.4	2.0	1	7	29	-11	6	3.9	0.9	4	0.7
CC(=O)OC1c2ccccc2C(=O)N1Cc1ccccc1 (stereo unspecified)	-0.1	-0.5	1.1	.	-4	-2	-9	-0.6	1.1	-7	1
O=c1[nH]cc(C(F)(F)F)cc1NS(=O)(=O)c1ccc([N+](=O)[O-])cc1	-0.3	-1.9	0.8	-8	14	0	5	0.7	1	-14	0.9
CCCCNC(=O)C1CCN(Cc2ccc(OCc3ccccc3)cc2)CC1	-0.1	0.7	1	.	12	-2	-6	0.9	1	82*	0.9
CC(=O)C1=C(O)C(=O)N(Cc2ccco2)C1c1ccc(F)cc1 (stereo unspecified)	-0.5	2.5	1.3	2	-4	37	0	4.5	1.1	-4	1
O=C(NCCN=C1NS(=O)(=O)c2ccccc21)c1ccco1	-0.3	0.4	1	.	6	-3	7	1.9	1	-1	0.9
Cn1c(=O)c2ncn(CC(=O)Nc3ccc4c5c(cccc35)CC4)c2n(C)c1=O	-0.1	0.4	1.2	13	24	-32	10	3.7	1.1	0	0.8
C/C(CC(=O)Nc1ccccc1C)=N\NC(=O)Cc1csc(N)n1	-0.2	-6.7	0.9	.	3	-16	-1	0.1	0.9	3	1
CN(C)c1ccnc(Oc2ccc(F)cc2)c1C#N	-0.2	7.7	0.8	.	10	5	0	0.7	0.9	-2	0.9
CCN(CC)S(=O)(=O)c1ccc(C(=O)Nc2cc3oc4ccccc4c3cc2OC)cc1	-0.3	2.1	0.9	5	11	6	3	4.0	1.1	-2	0.9
Fc1ccccc1NC(=S)N/N=C/c1ccccc1Br	0.1	0.5	1.1	.	14	-8	-9	3.5	1	-3	0.9
C=CCn1c(=O)c(C(=O)NCCN(CC)CC)c(O)c2ccccc21	-0.1	-1.1	0.9	.	7	6	-2	-0.4	0.9	23	0.9
CC(=O)OCCCCON1C(=O)c2ccccc2C1=O	-0.3	3.9	1.2	-21	4	8	1	0.1	1.1	-2	1
CCOC(=O)N1CCC(N(CCOC)C(=S)Nc2cccc(SC)c2)CC1	-0.2	-0.4	1	-9	4	11	-1	0.2	1	65*	1
CCN1CCN(C(=O)CSc2cc(=O)n(CC)c3ccccc23)CC1	0.1	-0.4	1.1	.	2	-1	-4	-0.5	1	8	1
O=C(O)c1ccccc1NC(=S)NC(NC(=O)c1ccccc1[N+](=O)[O-])C(Cl)(Cl)Cl (stereo unspecified)	-0.1	1.2	1	.	12	2	2	0.3	0.9	-6	0.9
O=C(O)C1CCCNC1 (stereo unspecified)	-0.2	3.3	1	-3	7	8	2	3.0	1	-8	0.9
N#Cc1ccc(COC(=O)c2ccc(N3CCCC3)c([N+](=O)[O-])c2)cc1	-0.4	1.5	0.9	-2	12	-14	-1	8.0	0.9	-3	0.9
COc1ccc(C(=O)NC(=S)Nc2ccccc2N2CCOCC2)cc1[N+](=O)[O-]	-0.4	-0.2	0.9	4	28	-4	-7	4.6	0.8	-6	0.7
CCOc1ccc(N2CC(C(=O)NCc3ccccc3)CC2=O)cc1 (stereo unspecified)	-0.3	-0.3	1.2	-18	-1	3	4	1.1	1.1	-4	1
Cc1ccc(-c2nc(CS(=O)(=O)CC(=O)NC3CCCCC3C)c(C)o2)cc1 (stereo unspecified)	0.0	-0.5	1.1	-23	1	11	-19	0.5	1	1	1

Full records from above. Screens in order: Hsp70 activator	DTT redox prof	PMI act satM6P	S1P3 antag	Diaph inh CS	G6PDH counter	TLR4-MyD88 BLA	RAM network inh	PMI act	L major viab	Diaphorase act
COc1ccc(C(=O)NC(=S)Nc2ccccc2N2CCOCC2)cc1[N+](=O)[O-] across the screens: -0.4	-0.2	0.9	4	28	-4	-7	4.6	0.8	-6	0.7
Cc1ccc(-c2nc(CS(=O)(=O)CC(=O)NC3CCCCC3C)c(C)o2)cc1 (stereo unspecified) across the screens: 0.0	-0.5	1.1	-23	1	11	-19	0.5	1	1	1
CCN(CC)S(=O)(=O)c1ccc(C(=O)Nc2cc3oc4ccccc4c3cc2OC)cc1 across the screens: -0.3	2.1	0.9	5	11	6	3	4.0	1.1	-2	0.9
COC(=O)N/N=C/c1c(C)cc(C)cc1C across the screens: 0.0	-0.4	1	-7	16	4	-1	2.0	1	-8	0.8

An excerpt from above in order of the Hsp70 activator value, high to low.
| compound | Hsp70 activator |
| --- | --- |
| COC(=O)N/N=C/c1c(C)cc(C)cc1C | 0.0 |
| CN(C)c1ccnc(Oc2ccc(F)cc2)c1C#N | -0.2 |
| CC(=O)C1=C(O)C(=O)N(Cc2ccco2)C1c1ccc(F)cc1 (stereo unspecified) | -0.5 |
